Source: PubChem
KCNH2 WT inh: KCNH2 (human, wildtype) channel inhibition; activity change, % at 1.84 µM; Q12809; U2OS, BacMam KCNH2, thallium flux FluxOr; stronger effect = lower value; 340,000 tested, 0.37% active;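 active = maximum activity change below -70%; inconclusive = maximum activity change between -70% and -50%; inactive = maximum activity change above -50%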; also: % is scaled to controls: 0 for no effect and ±100 for the full control effect
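U2OS cells transduced with wild-type KCNH2 virus are loaded with FluxOr dye for 45 min, and thallium flux is measured in kinetic reads before and after stimulation buffer. Rate constants are normalized to DMSO controls.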
Mito fusion yeast: mitochondrial division inhibition or fusion activation; Potency, µM (titrated, usually from 46.1 µM), for inactives: top-dose growth rescue (activation), most hits filed as activators; 320,000 tested, 0.23% active; AID 485298; S. cerevisiae fusion-defective mutant growth rescue, CellTiterGlo 48 h;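 also: potency is read from the fitted curve at half-maximal effect; % of control where 0% means no effect; nearly all actives have a fitted effect of over 45% in size; temperature-sensitive fusion mutants such as fzo1-1 at 37 °C on non-fermentable ethanol glycerol medium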
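Read-out: ATP-based luminescence (CellTiterGlo, 10 min ambient) reporting growth of fusion-defective ts yeast after 48 hours at 37C on glycerol/ethanol YPEG medium in the presence of compound.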
USP2a inh: USP2a (human) protease inhibition | AID 463254 | O75604 | USP2 core, Ub-CHOP2 coupled fluorogenic reporter, 485/531 | 330,000 tested, 0.01% active | Potency, µM (highest dose often 38.3 µM), inactives show top-dose activity change, negative = inhibition, usual class: inhibitors;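 also: potency is read from the fitted curve at half-maximal effect; plate controls were DMSO wells for no effect and full inhibition by NEM control for full effect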
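Deubiquitinase activity read as fluorescence (485/531 nm) after Ub-CHOP2 cleavage activates the enterokinase reporter on its substrate; USP2 core 10nM, Ub-CHOP2 and substrate 25nM each, 30min compound preincubation then 60min RT; data normalized to NEM, curves fitted.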
Menin-MLL TR inh: displaces Texas Red mutant MLL peptide from human menin | O00255 | Menin + Texas Red MLL mutant peptide, fluorescence polarization | Potency, µM (series often up to 61.6 µM), for inactives: at the highest dose FP activity change, negative = inhibition, hits mostly inhibitors | 270,000 tested, 0.23% active; active = well fitted inhibition curve with a large enough effect in the polarisation, with a control signal flat, not every such curve was filed as active; inconclusive = small, poorly fitted or top-dose-only effect, or effect the other way, or a change in a side signal; inactive = no such curve, though single readings can be large or run the other way; the % refers to the polarisation; also: potency is read from the fitted curve at half-maximal effect; % of control where 0% means no effect; many of its hits are not listed in these tables
Chronic BCR inh: chronic active BCR signaling inhibition; ABC-DLBCL IkBa-CBG/CBR reporter, luminescence ratio, 4 h; Potency, µM (top dose mostly 46.1 µM), for the others: at the highest dose ratio change, negative = lower green/red ratio, most hits filed as inhibitors; 340,000 tested, 0.05% active; active = well fitted inhibition curve with a large enough effect in the signal ratio, with a control signal flat, not every such curve was filed as active; inconclusive = small, poorly fitted or top-dose-only effect, or effect the other way, or a change in a side signal; the % refers to the signal ratio;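 also: potency is read from the fitted curve at half-maximal effect; plate controls were basal doxycycline-induced cells for no effect and cells given 10 µM MG132 for full effect; MG132 reads +100%, hits lower the ratio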
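Doxycycline induced both beetle luciferases in TMD8 lymphoma cells; IKK-driven degradation limits the IkappaBalpha-fused green signal, while red luminescence normalises for cell number and nonspecific effects. Compounds tested up to 46 uM, 4 hrs.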
PKM2 act: PKM2 (human) enzyme activation; P14618; purified PKM2, Kinase-Glo ATP luminescence, activation; response scale: 0% is enzyme alone, no compound; Potency, µM (highest dose often 57.5 µM), for the others: top-dose activation, actives largely listed as activators; 260,000 tested, 0.34% active; AID 1631; also: potency is read from the fitted curve at half-maximal effect; % is scaled to controls: 0 for no effect and ±100 for the full control effect; nearly all actives have a fitted effect of over 55% in size
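Kinase-Glo luminescence reports ATP generated from ADP (0.1 mM) and PEP (0.5 mM) by purified hPK-M2 after 1 h at room temperature, pH 7.2 imidazole buffer; intermediate enzyme activity allows detecting inhibitors and activators.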
GALK inhibitor: blocks human galactokinase activity; 270,000 tested, 0.007% active; Potency, µM (doses to about 57.5 µM), without a hit: top-dose activity change, negative = inhibition, most hits filed as inhibitors; Purified GALK, Kinase-Glo residual ATP luminescence; P51570; also: potency is read from the fitted curve at half-maximal effect; % is scaled to controls: 0 for no effect and ±100 for the full control effect
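Compounds were pin-transferred into ATP buffer (35 uM final), then GALK plus galactose (5 nM, 100 uM final) was added. After 1 h at room temperature, Kinase-Glo Plus was added and luminescence read after 10 min.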
TSHR antag: antagonists of human thyroid stimulating hormone receptor. TSHR-expressing cells, TSH-stimulated cAMP HTRF, 2 h; stronger effect = lower value. 330,000 tested, 0.2% active. AID 504810. activity change, negative = inhibition, % at 11.5 µM. P16473;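 active = activity change below a set negative limit, meaning inhibition stronger than a set level, cut at about -70% in these data; inconclusive = activity change between two set negative limits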; also: % is scaled to controls: 0 for no effect and ±100 for the full control effect
Target sequence (P16473 whole entry, looked up): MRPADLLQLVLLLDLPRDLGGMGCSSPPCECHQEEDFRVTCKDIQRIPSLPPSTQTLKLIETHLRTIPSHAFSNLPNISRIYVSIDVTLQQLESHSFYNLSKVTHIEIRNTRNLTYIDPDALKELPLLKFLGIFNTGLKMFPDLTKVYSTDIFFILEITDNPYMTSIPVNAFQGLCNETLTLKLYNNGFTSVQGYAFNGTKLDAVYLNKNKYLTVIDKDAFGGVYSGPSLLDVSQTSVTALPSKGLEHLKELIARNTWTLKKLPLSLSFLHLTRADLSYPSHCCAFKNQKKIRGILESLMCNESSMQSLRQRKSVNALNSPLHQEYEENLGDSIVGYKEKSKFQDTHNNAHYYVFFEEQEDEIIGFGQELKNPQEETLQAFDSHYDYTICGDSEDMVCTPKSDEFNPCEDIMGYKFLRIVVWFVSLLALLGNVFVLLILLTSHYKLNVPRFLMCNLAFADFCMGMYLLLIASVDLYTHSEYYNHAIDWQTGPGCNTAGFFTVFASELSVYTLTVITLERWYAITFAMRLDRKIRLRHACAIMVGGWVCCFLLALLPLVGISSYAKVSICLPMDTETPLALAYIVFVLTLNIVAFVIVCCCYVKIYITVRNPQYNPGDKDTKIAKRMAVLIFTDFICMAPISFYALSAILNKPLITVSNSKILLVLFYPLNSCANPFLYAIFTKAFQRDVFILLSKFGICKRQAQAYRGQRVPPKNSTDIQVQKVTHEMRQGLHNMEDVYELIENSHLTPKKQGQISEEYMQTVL
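Competitive HTRF cAMP read-out (cryptate anti-cAMP antibody, cAMP-d2; 30 min, room temperature) in freshly harvested TSHR cells. Compounds added before TSH at EC80 (4nM final), followed by 2 hours' incubation at 37 deg C.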
ASM inhibitor: human S-ASM enzyme inhibition. P17405. placental ASM, HMU-PC fluorogenic substrate, 60 min. Potency, µM (doses to about 57.5 µM), for the others: at the top dose activity change, negative = inhibition, most hits filed as inhibitors. 340,000 tested, 0.006% active. AID 504937; also: potency is read from the fitted curve at half-maximal effect
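Fluorescence read-out (Ex 386 nm, Em 447 nm) after stopping the reaction at pH 10. Enzyme: ASM from human placenta; substrate HMU-PC0, 9 uM final; 60 min, 37 °C. Compound preincubation 10 min, ambient temperature.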
Eya2 phos inh: inhibitors of human Eya2 phosphatase activity. O00167. recombinant Eya2, OMFP fluorescence dephosphorylation (OMFP is methylfluorescein phosphate). Potency, µM (titrated, usually from 76.9 µM), inactives show at the highest dose activity, negative = inhibition, usual class: inhibitors. 330,000 tested, 0.006% active; also: potency is read from the fitted curve at half-maximal effect; % is scaled to controls: 0 for no effect and ±100 for the full control effect
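Eya2 (0.2 uM) preincubated 10 min at ambient with compound, then OMFP substrate added at 50 uM; 10 min reaction in 50 mM HEPES pH 7.5, 50 mM NaCl, 5 uM MgCl2, 0.05% BSA, 1 mM DTT. Fluorescence read at Ex 485/Em 525 nm.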
MBNL1 CUG block: blocks human MBNL1 binding to CUG repeat RNA; Q9NR56; TR-FRET MBNL1-His/biotin-(CUG)12 binding, 665/545 ratio; Potency, µM (titrated, usually from 57.5 µM), for inactives: top-dose activity change, negative = inhibition, hits mostly inhibitors; 280,000 tested, 0.036% active; AID 2675; active = well fitted inhibition curve with a large enough effect in the signal ratio, with a control signal flat, not every such curve was filed as active; inconclusive = small, poorly fitted or top-dose-only effect, or effect the other way, or a change in a side signal; inactive = no such curve, though single readings can be large or run the other way; the % refers to the signal ratio; also: potency is read from the fitted curve at half-maximal effect; % is scaled to controls: 0 for no effect and ±100 for the full control effect
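TR-FRET between His-tagged MBNL1 and biotin-(CUG)12 RNA, detected with Tb anti-His antibody (0.055 ng/ul) and streptavidin-XL665 (5 nM), 60 min at room temperature. Compounds titrated 92 nM to 58 uM; 665/545 nm ratio normalized to buffer and complex controls.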
Numbers without * were called inactive; u = inconclusive; x = no result given. Unless noted, calls follow the shape of the dose curve; as a rule, active = well fitted curve in the direction sought with a large enough effect; inconclusive = small, poorly fitted or top-dose-only effect, or another doubt; inactive = no such curve, though single readings can be large; an effect the other way counts as inactive or inconclusive.

SMILES | KCNH2 WT inh | Mito fusion yeast | USP2a inh | Menin-MLL TR inh | Chronic BCR inh | PKM2 act | GALK inhibitor | TSHR antag | ASM inhibitor | Eya2 phos inh | MBNL1 CUG block
CCC(C)c1ccccc1N1CC(C(=O)Nc2ccc(N3CCOCC3)cc2)CC1=O (stereo not drawn) | 21 | -6% | 1% | x | u | x | x | 17 | 6% | u | x
CCN(CC)CCCNC1=C(Cl)C(=O)c2ccccc2C1=O | 4 | -12% | 4% | -19% | u | 0% | -3% | 16 | -17% | -7% | u
Cc1cc(C)c2cc(CNC3CCCC3)c(Cl)nc2c1 | -9 | -7% | 0% | -27% | -4% | 14% | 5% | 13 | -6% | -8% | 9%
Cc1cccc(C(=O)N[C@H](C(=O)Nc2ncc(C)s2)C(C)C)c1 | -1 | 6% | 0% | 0% | u | 7% | 12% | 4 | -1% | 17% | -9%
Cc1cccc(NC(=O)COC(=O)c2ccc(C)c(S(=O)(=O)N3CCCCC3)c2)c1 | 2 | 27% | -20% | x | u | x | x | 50 | -4% | -1% | x
NC(=O)C1CCCN(Cc2ccc3ccccc3c2)C1 (stereo not drawn) | -26 | 2% | -2% | -2% | 0% | 16% | 6% | -7 | 4% | 8% | -7%
Cc1cccc(OCCCn2ccnc2)c1 | 27 | -12% | 3% | -25% | 10% | -5% | 3% | 2 | 3% | 9% | -10%
CCOC(=O)C1(Cc2cccc(F)c2)CCN(Cc2cnn(CC)c2)CC1 | 6 | -3% | 2% | -13% | 4% | -2% | -3% | 0 | -2% | -6% | -4%
NCCCCc1cn(CC(=O)N2CCNCC2)nn1 | 2 | -3% | 10% | -2% | 5% | 0% | 0% | 7 | 3% | 15% | -20%
O=C(COC(=O)C1CC2C=CC1C2)Nc1ccccc1[N+](=O)[O-] (stereo not drawn) | 0 | x | 0% | x | -8% | x | x | -10 | -2% | -3% | x
Cc1c(C(=O)N(C)c2ccccc2)oc2c1C(O)CC(C)(C)C2 (stereo not drawn) | -21 | 2% | 4% | x | 9% | x | -2% | -13 | 5% | -4% | 1%
CCc1nc(SCC(=O)NC2CC2)c2c(C)c(C)sc2n1 | -7 | 2% | 1% | -27% | -12% | 0% | 7% | 37 | -5% | 8% | -5%
Cc1nc(Cl)cc(CS(=O)(=O)c2ccc(Cl)cc2)n1 | 0 | -6% | -1% | 10% | 3% | -2% | 0% | 9 | 5% | 9% | x
COc1cc(OC)cc(C(=O)NC(C(=O)NNC(=O)c2ccc(C)cc2)C(C)C)c1 (stereo not drawn) | 0 | -5% | 1% | x | u | x | x | -9 | -3% | 8% | x
O=C(c1cccc(F)c1)N1CCN(Cc2ccco2)CC1 | 2 | 2% | -1% | -22% | -1% | -10% | 1% | -3 | -1% | 5% | 2%
O=c1cc(CNC2CCCCC2)c2ccccc2[nH]1 | -5 | 1% | 0% | 2% | -13% | -3% | 3% | 2 | 1% | 1% | 4%
Cc1cc(NC(=O)CSCCc2ccncc2)no1 | 9 | -1% | 1% | 24% | 2% | 17% | x | 13 | -1% | 0% | -19%
CCOC(=O)Cc1csc(NC(=O)C(C)(C)CC)n1 | -1 | -6% | 7% | -5% | 14% | 6% | 3% | -6 | -2% | -9% | -1%
CCC(=O)N(CC(=O)Nc1sc(C)c(C)c1C(N)=O)Cc1ccc(F)cc1 | -3 | 2% | 1% | x | 2% | -1% | 0% | -1 | -3% | -7% | -7%
CCCCN(C(=O)Cc1ccc(S(=O)(=O)N2CCOCC2)s1)c1c(N)n(CC(C)C)c(=O)[nH]c1=O | 0 | x | 6% | x | -9% | x | x | 23 | x | -25% | x
CCOc1ccc(Br)cc1S(=O)(=O)Nc1ccc(C(=O)OC(C)C(=O)N(C)c2ccccc2)cc1 (stereo not drawn) | 3 | 0% | 1% | 4% | u | 0% | -2% | -8 | -8% | 2% | 8%
O=c1[nH]c2ccccc2n1Cc1ccccc1 | 15 | 5% | 0% | 0% | -5% | 3% | -3% | 2 | -1% | -18% | -9%
O=C(CS(=O)(=O)c1ccccc1)Nc1nccs1 | 1 | -4% | -1% | -8% | 9% | x | 0% | 3 | 4% | -1% | -6%
CC(=O)Nc1ccc(NC(=O)c2ccc(C3SCC(=O)N3CCc3ccccc3)cc2)cc1 (stereo not drawn) | -20 | -1% | 1% | 6% | -2% | 4% | 0% | -11 | -6% | -3% | -13%
CCCCC(=O)NC(c1ccc(Cl)cc1Cl)c1ccc2cccnc2c1O (stereo not drawn) | 4 | 2% | -1% | 3% | u | -2% | 1% | 18 | 0% | -14% | 8%
CN(Cc1ccc(Cl)c(Cl)c1)C(=O)CN1C(=O)NC2(CCCC2)C1=O | -5 | -8% | 2% | x | u | x | x | -3 | 0% | 2% | x
CC1CCc2c(sc(NC(=O)c3ccc(Cn4cc(Br)cn4)o3)c2C(N)=O)C1 (stereo not drawn) | -12 | 12% | 1% | 7% | 5% | 3% | 0% | -8 | 22% | 8% | 8%
COc1ccccc1CNC(=O)Cn1cc2c(n1)CCCC2 | 1 | -1% | 0% | 18% | u | 2% | -2% | -2 | 4% | -12% | 3%
COc1cccc(CNC(=O)c2ccc(OCC(=O)N3CCOCC3)c(OC)c2)c1 | 2 | -8% | -4% | x | u | x | x | 3 | 3% | -17% | x
OC(Cn1nnc2ccccc21)Cn1c(C(F)(F)F)nc2ccccc21 (stereo not drawn) | -1 | -4% | -4% | -8% | u | -9% | 1% | 2 | 0% | 5% | -5%
COC(=O)C1(O)CC(C(C)C)=NN1C(=O)c1ccc(Cl)cc1 (stereo not drawn) | 4 | 0% | 3% | x | 1% | 1% | 0% | 24 | -2% | -6% | 1%
Cc1c(C)c(C)c(S(=O)(=O)N2CCNCC2)c(C)c1C | 3 | -2% | 0% | -16% | -11% | 0% | 2% | 19 | 4% | 1% | -6%
O=C(/C=C/c1ccccc1)OCN1C(=O)c2ccccc2C1=O | 0 | 6% | 1% | -17% | 0% | x | -1% | -14 | -2% | -1% | 13%
COc1cc2c(cc1OC)CN(C(=O)c1cc(S(=O)(=O)N3CCOCC3)ccc1C)CC2 | -10 | -4% | 0% | x | 9% | x | x | 12 | -1% | -14% | x
O=C(NCc1ccco1)C(=O)NCC1OCCN1S(=O)(=O)c1ccc(F)cc1 (stereo not drawn) | -5 | -1% | 3% | -5% | 0% | 0% | x | 2 | -2% | -7% | -9%
CCCN(CCC)CCCNC(=O)CC(C(=O)N1CCc2ccccc21)n1ccnc1 (stereo not drawn) | x | -1% | 2% | 12% | -3% | -2% | -1% | -1 | 2% | -6% | 6%

Record cards, as listed above.
O=C(NCc1ccco1)C(=O)NCC1OCCN1S(=O)(=O)c1ccc(F)cc1 (stereo not drawn) across the screens: KCNH2 WT inh = -5; Mito fusion yeast = -1%; USP2a inh = 3%; Menin-MLL TR inh = -5%; Chronic BCR inh = 0%; PKM2 act = 0%; GALK inhibitor = x; TSHR antag = 2; ASM inhibitor = -2%; Eya2 phos inh = -7%; MBNL1 CUG block = -9%
COC(=O)C1(O)CC(C(C)C)=NN1C(=O)c1ccc(Cl)cc1 (stereo not drawn) across the screens: KCNH2 WT inh = 4; Mito fusion yeast = 0%; USP2a inh = 3%; Menin-MLL TR inh = x; Chronic BCR inh = 1%; PKM2 act = 1%; GALK inhibitor = 0%; TSHR antag = 24; ASM inhibitor = -2%; Eya2 phos inh = -6%; MBNL1 CUG block = 1%

Not all compounds are listed; rates above refer to the full screens.
